# rCAG binder: binds r(CAG) RNA repeats | r(CAG) RNA repeat, TO-PRO-1 dye displacement fluorescence | inhibition, % at 3 µM | hit rate 1.3% among 370,000 | AID 651821;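 active = inhibition above the plate cutoff, the mean of all test compounds on that plate plus 3 SD, cut at about 35% in these data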;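 also: 0% = DMSO alone and 100% = 100 µM mitoxantrone as full dye displacement; higher means more dye released from RNA so lower well fluorescence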
# HTRA1 inhibitor: blocks human HTRA1 serine peptidase. AID 504803. recombinant HTRA1, FP-rhodamine activity-based probe, fluorescence polarization. inhibition, % at 5.96 µM. hit rate 0.5% among 340,000; in the data active = inhibition above about 36%;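 also: 0% = enzyme with DMSO and 100% = wells lacking enzyme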
# mABHD4 FP: inhibits mouse alpha/beta hydrolase domain 4 | hit rate 0.54% among 370,000 | inhibition, % at 8.92 µM | purified mABHD4, FP-Rh probe fluorescence polarization;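 active = inhibition exceeding the mean over every tested compound plus 3 SD, cut at about 30% in these data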;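 also: 0% = plate median of compound wells and 100% = S159A mutant with DMSO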
# Target sequence (Q8VD66 whole entry, looked up, the tested form may be a part): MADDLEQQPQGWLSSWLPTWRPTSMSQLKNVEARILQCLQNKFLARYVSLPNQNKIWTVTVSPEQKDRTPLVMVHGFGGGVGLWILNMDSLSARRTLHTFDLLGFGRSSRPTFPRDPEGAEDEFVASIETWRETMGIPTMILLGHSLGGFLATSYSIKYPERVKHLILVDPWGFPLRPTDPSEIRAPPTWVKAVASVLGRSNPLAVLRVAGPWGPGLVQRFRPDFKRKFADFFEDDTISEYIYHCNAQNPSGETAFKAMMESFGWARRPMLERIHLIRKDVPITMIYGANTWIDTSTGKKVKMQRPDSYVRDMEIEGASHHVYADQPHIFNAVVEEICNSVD
#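 assay system = mABHD4 protein | compound dosing = single nominal dose of 8.92 µM, 0.89% DMSO final | read-out basis = percent inhibition of probe binding, normalized to plate controls | schedule = Enzyme–compound pre-incubation 45 min, then probe 60 min, both 25 °C | detection = fluorescence polarization, excitation 525 nm, emission 598 nm, BODIPY TMR filters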
# GC-A act: GC-A (human) enzyme activation; P16066; HEK293 GC-A cells, cGMP TR-FRET, EC30 ANP; 0% at EC30 ANP, 100% saturating ANP; activation, % at 10 µM; hit rate 0.14% among 370,000; AID 1671463; in the data active = activation above about 40%
# ARFGAP1 inhibitor: rat ARFGAP1 inhibition. Q62848. Arfgap1-stimulated ARF1 GTP hydrolysis, GDP FP detection. inhibition, % at 16.5 µM. hit rate 0.26% among 360,000. AID 651572;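 active = inhibition above a per-plate limit, mean inhibition of low control wells plus 3 SD, cut at about 25% in these data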;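 also: 0% = DMSO wells with enzyme and 100% = wells lacking Arfgap1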
#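 Assay system: Rat Arfgap1 GAP domain (His6, aa 1-136), purified enzyme | Buffer or medium: HEPES 25 mM pH 7.5, NaCl 150 mM, MgCl2, DTT | Schedule: GTP hydrolysis reaction 2 h at 25 °C | Signal: FP of antibody-bound GDP Alexa 633 tracer, ex 620/em 688 nm | Measure: Percent inhibition of Arfgap1-stimulated GTP hydrolysis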
# GC-B act: GC-B (human) receptor activation. hit rate 0.11% among 370,000. P20594. HEK293-GC-B cells, CNP EC30, cGMP TR-FRET; 0% at EC30 CNP, 100% saturating CNP. activation, % at 10 µM;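 active = activation at 10 µM reaching about 35% in either raw or pattern-adjusted values, limit read from the data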
# PG9 Ab binder: binds the HIV-1 gp120 antibody PG9; TR-FRET gp120-PG9 antibody binding; AID 624416; hit rate 0.43% among 360,000; inhibition, % at 6.7 µM; in the data active = inhibition above about 8.5%
# ASAP1 inh: inhibitors of human ASAP1 ArfGAP activity; Q9ULH1; ASAP1-stimulated ARF1 GTP hydrolysis, GDP FP detection; inhibition, % at 16.5 µM; hit rate 0.19% among 360,000; in the data active = inhibition above about 25%;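 also: 0% = vehicle with enzyme and substrate and 100% = no enzyme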
# NR1D1 modulator: Rev-erb alpha (human) modulation | Rev-erbα–FITC-DNA binding, fluorescence polarization, 90 min | P20393 | activity, % at 10 µM | hit rate 0.79% among 370,000;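 active = activity above about 14%, limit read from the data; passing the limit was not always enough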;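 also: 0% = DMSO wells with 35 nM protein and 100% = DMSO wells with 750 nM protein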
# Target sequence (P20393 whole entry, looked up): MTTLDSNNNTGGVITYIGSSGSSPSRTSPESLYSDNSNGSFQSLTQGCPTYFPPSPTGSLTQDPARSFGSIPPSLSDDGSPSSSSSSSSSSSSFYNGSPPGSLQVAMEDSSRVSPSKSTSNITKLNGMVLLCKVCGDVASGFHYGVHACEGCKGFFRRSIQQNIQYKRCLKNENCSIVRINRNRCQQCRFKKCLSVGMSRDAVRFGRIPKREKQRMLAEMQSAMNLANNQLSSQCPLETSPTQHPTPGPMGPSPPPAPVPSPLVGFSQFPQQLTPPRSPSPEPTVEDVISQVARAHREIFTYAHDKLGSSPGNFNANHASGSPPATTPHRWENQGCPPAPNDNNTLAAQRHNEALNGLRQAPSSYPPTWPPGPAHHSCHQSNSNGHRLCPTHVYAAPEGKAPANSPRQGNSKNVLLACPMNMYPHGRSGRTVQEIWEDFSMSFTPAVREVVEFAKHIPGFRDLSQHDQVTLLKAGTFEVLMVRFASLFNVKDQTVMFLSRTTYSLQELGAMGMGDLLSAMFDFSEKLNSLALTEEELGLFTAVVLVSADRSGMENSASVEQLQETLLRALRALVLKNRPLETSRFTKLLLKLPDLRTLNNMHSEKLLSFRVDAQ
# SMARCA2 act: activators of SMARCA2 function. AID 652017. hit rate 1% among 370,000. MG213 cells, MMTV-luciferase reporter, dexamethasone, overnight. activation, % at 9.1 µM; in the data active = activation above about 7.8%;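 also: 0% = vehicle wells and 100% = reference activator wells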
# * = called active by the depositor; x = no result given.
SMILES,rCAG binder,HTRA1 inhibitor,mABHD4 FP,GC-A act,ARFGAP1 inhibitor,GC-B act,PG9 Ab binder,ASAP1 inh,NR1D1 modulator,SMARCA2 act
Clc1ccc(CSc2nnc(-c3ccncc3)s2)cc1,-1,-3,-5,-14,2,-10,-0.6,5,10,-5
COc1ccc(NC(=O)CCCn2cnc3ccccc3c2=O)cc1,4,-2,2,-2,-2,-2,-0.9,7,-9,-2
Cc1cccc(C)c1NC(=O)Cn1nnc(-c2ccc(CN3CCC(C)CC3)cc2)n1,-9,8,2,0,11,0,1.5,9,-1,-1
COc1ccc(NC(=O)CN(C)C(=O)c2ccccc2OC)cc1,2,-2,-12,2,15,4,0.2,7,0,0
C=CCNC(=O)CCCCC(=O)NCC=C,2,2,-2,-3,-8,6,-2.3,-10,7,2
COc1ccc(C2N3CC4(C)CN2CC(C)(C3)C4)cc1OC (stereo unspecified),-2,2,1,7,-3,-1,-1.1,8,-3,-3
N#CCCN(C(=O)COC(=O)c1ccc(Cl)nc1)c1ccc2c(c1)OCCO2,0,14,5,5,-1,-1,-1.4,-2,1,-2
CCC(C)N1C(=O)CCC1C(=O)N1CCN(c2ccccc2F)CC1 (stereo unspecified),1,-7,-6,0,0,2,-1.7,0,6,-3
Cc1nn2c(CN(C(=O)COc3ccccc3)c3ccccc3)nnc2c2ccccc12,-2,0,4,-8,16,-4,1.9,-3,-2,-2
CN(C(=O)CSc1cccc[n+]1[O-])C1CCCCC1,2,6,-5,-4,-4,1,2.6,1,-5,-4
O=C(O)c1cccnc1SC1CC(=O)N(Cc2ccccc2)C1=O (stereo unspecified),1,0,-6,-1,2,2,0.0,7,4,-5
Cc1cc(C(=O)CN2C(=O)NC3(CCCCCC3)C2=O)c(C)n1C,-1,3,-2,-1,6,1,2.4,4,3,2
CCOc1ccc(NC(=O)C2CCC(CNc3c(N4CCC(C)CC4)c(=O)c3=O)CC2)cc1 (stereo unspecified),-2,-2,-3,-1,4,0,-2.2,-10,-4,-2
O=C(/C=C/c1ccccc1)N1CCN(C(=O)c2ccco2)CC1,-3,-1,2,2,-2,-3,-2.4,-8,-1,1
CCOC(=O)c1ccc(NC(=S)NCc2cccnc2)cc1,-1,0,0,3,9,-1,-1.8,12,-2,-5
O=C(Nc1ccc(Br)cc1Cl)c1ccc2c(=O)n3c(nc2c1)CCC3,10,-23,-35,4,-3,-3,-0.9,-3,3,0
CC1(OC(=O)CCc2ccccc2)C(=O)C=C2C=C(c3ccc(C#N)cc3)N(Cc3ccco3)C=C2C1=O (stereo unspecified),37*,14,22,-2,7,-2,-6.2,-5,-1,3
C[C@H]1CN([C@@H](C)CO)S(=O)(=O)c2ccc(Br)cc2O[C@H]1CN(C)S(=O)(=O)c1ccccc1,2,-15,-9,-12,0,-5,-1.8,1,2,-4
O=C(NCc1ccccc1)c1ccc(CO)cc1,3,x,7,6,x,1,x,x,5,-1
CSc1ncnc2c1ncn2CCCN(C)Cc1ccco1,0,3,6,2,-2,0,1.6,1,-1,-3
O=C(CNC(=O)c1ccc(Cl)cc1Cl)NCC(=O)Nc1ccccc1N1CCOCC1,-6,-4,-3,-1,9,-1,-2.7,17,-3,2
OCC[C@H]1C[C@@H](O)[C@H](O)[C@]2(Cc3ccccc3O2)O1,8,0,-5,5,-3,-2,-0.5,-19,1,-2
CCN(CC)C(=O)c1ccc2nc(-c3ccccc3)c(-c3ccccc3)nc2c1,-9,-18,-1,-5,-5,-3,-1.7,2,-1,-2
Cn1c(=O)c2cc(NC(=S)NC3CC3)ccc2n1C/C=C/c1ccccc1,5,x,4,1,-2,-2,0.1,-6,-5,1
O=C1CN(C(=O)c2ccccc2)C(c2ccccc2)c2cc(F)ccc2N1 (stereo unspecified),-7,9,-3,-3,-9,-2,-1.1,6,-4,-2
O=C(NCCN1CCOCC1)c1cc(-c2ccccc2)on1,0,6,1,3,-5,-1,3.0,1,-4,-2
CCn1c(C)c2c([n+]1CC)CC(C)(C)CC2=O,-2,9,1,-1,-5,-1,2.0,-11,3,-1
C=CCC1(Cl)C(=O)C(Cl)=C(N2CCN(C)CC2)C1(OC)OC (stereo unspecified),-3,1,1,-1,-14,-5,0.3,1,-6,-4
Cc1cccc(N2CCN(C(=O)c3ccc(CNc4c(N5CCC(C)CC5)c(=O)c4=O)cc3)CC2C)c1 (stereo unspecified),2,5,1,-3,-4,-1,-0.3,13,2,0
COc1ccc(NC(=O)C2=CCN(S(=O)(=O)c3ccccc3)CC2)cc1OC,-2,8,-4,-1,2,-4,-1.2,-4,0,1
Cc1nn(CC(C)C(=O)N2CCN(S(=O)(=O)c3ccc(Cl)cc3)CC2)c(C)c1C (stereo unspecified),-4,1,6,3,-6,-3,2.0,-5,-4,-2
CCN(CC)C(=O)c1cccc(NC(=O)c2cc(-c3ccccn3)nc3ccccc23)c1,1,-4,-12,1,11,1,-1.5,7,-5,-3
O=C(Nc1c[nH]c(=O)[nH]c1=O)c1ccccc1Cl,-2,5,-5,3,22,3,-0.7,16,1,-2
O=C(NNC(=O)c1ccc(-c2ccccc2)cc1)c1ccccc1,7,-20,-11,9,-4,9,-1.0,5,-3,4
O=C1NCCCC1C(=O)N/N=C/c1cccc(Cl)c1 (stereo unspecified),0,3,-1,-1,1,-6,0.0,-4,5,-1
O=S(=O)(c1cccc2ccccc12)N1CCC2CC1c1cc(-c3ccc(F)cc3)ccc12 (stereo unspecified),1,-4,2,0,-5,0,-1.3,0,1,-3
Cc1nnc(Nc2ccc3c(c2)OCO3)c2ccccc12,-1,5,0,4,16,-1,-1.2,-1,-3,4
CC(=O)Oc1ccc2nc(-c3ccc(Br)o3)oc(=O)c2c1,3,-3,-2,22,6,-9,-1.2,1,0,-2
CC(=O)OC[C@]12CC[C@H]3[C@@](C)(CC[C@H]4C(C)(C)CCC[C@]34C)[C@@H]1CC(C1=CC(=O)OC1O)O2 (stereo partly specified),18,x,3,-8,-29,-7,-1.5,-17,-6,-7
Cc1ccc(-c2cc(-c3nnc(SCC(=O)N4c5ccccc5Sc5ccccc54)n3N)[nH]n2)cc1,11,x,-16,-5,x,7,x,x,-1,-6

# Entries of single compounds, quoted from the list. Screens in order: rCAG binder	HTRA1 inhibitor	mABHD4 FP	GC-A act	ARFGAP1 inhibitor	GC-B act	PG9 Ab binder	ASAP1 inh	NR1D1 modulator	SMARCA2 act
# Profile of O=C(NNC(=O)c1ccc(-c2ccccc2)cc1)c1ccccc1 → 7	-20	-11	9	-4	9	-1.0	5	-3	4
# Profile of O=C(Nc1c[nH]c(=O)[nH]c1=O)c1ccccc1Cl → -2	5	-5	3	22	3	-0.7	16	1	-2

# More entries:
SMILES,rCAG binder,HTRA1 inhibitor,mABHD4 FP,GC-A act,ARFGAP1 inhibitor,GC-B act,PG9 Ab binder,ASAP1 inh,NR1D1 modulator,SMARCA2 act
COc1nc(-c2ccccc2)c2cc(Br)ccc2n1,-1,-5,-6,-15,0,-7,6.0,-14,16,-2
Cc1cc(-c2ccn[nH]2)c(C)s1,-1,-1,-2,-3,5,2,-1.4,3,-4,-2
CC1CCN(S(=O)(=O)N2CCC(C(=O)NCCc3ccccc3)CC2)CC1,-5,2,0,-2,0,-3,-0.9,-1,4,-1
CCCNC(=O)CSC1=N/C(=C/c2ccc(F)cc2)C(=O)N1CC,-4,-5,2,-4,10,-3,-2.8,-5,-5,7
O=c1c2ccccc2sn1-c1cccc(Cl)c1,3,0,4,7,-4,-2,2.1,-2,3,13*
C=CC[C@@H](Cc1ccc(F)cc1)C(=O)OC[C@H]1CCCN1C(=O)[C@H](CC=C)CC(=O)NCCO,-3,-7,-10,0,5,1,0.9,11,1,0
COc1ccc(/C=N/NC(=O)CNS(=O)(=O)c2ccccc2)cc1,2,-1,-3,2,3,5,-1.5,9,-2,-2
COC(CNS(=O)(=O)c1ccc(S(=O)(=O)N2CCCC2)cc1)OC,-3,-5,-6,-3,-2,0,-1.4,14,10,-2
Cc1c(C)n(CCCN(C)C)c2ncnc(Nc3ccc(F)cc3)c12,-4,2,4,-64,-7,-22,-0.2,-4,-3,-3
Nc1ccn(Cc2cccc(Cl)c2)n1,0,8,4,-3,5,4,-0.6,-15,-2,4
Cc1ccc(NCc2ccc(O)c3ncccc23)cc1C,-3,17,15,3,2,1,-0.9,13,7,4
COc1cc(OC)cc(C(=O)NNC(=S)NCc2ccco2)c1,-3,1,-2,1,-7,-3,-1.4,-6,5,1
CCC1=C(OC(=O)N(CC)CC)N2C(=O)OC(=NCC(=O)OC)[C@]2(Cc2ccccc2)[C@H]2C1=CC[C@H]1C(=O)N(CC(=O)OC)C(=O)[C@H]12,-2,-7,0,0,1,-2,-0.3,12,-3,0
O=C(NCCN1CCOCC1)c1ccccc1[N+](=O)[O-],1,-1,-3,-2,-5,1,-2.4,-1,2,3
Cc1cccc(N2CC(C(=O)Nc3nnc(SCC(=O)N4CCOCC4)s3)CC2=O)c1 (stereo unspecified),-3,3,4,3,-7,2,-0.3,-4,6,-1
Cn1c(=O)c2cccnc2c(=O)n1C,0,8,2,3,-6,5,0.5,-3,2,-7
COc1ccc(-c2cc(C)no2)cc1S(=O)(=O)NCCCN1CCCCCC1,6,-5,-5,-1,1,-1,-1.2,0,-3,0
CCn1ncc2c(=O)c(C(=O)c3ccccc3)c[nH]c21,3,x,0,0,2,1,-1.4,2,12,-3
CC(C)[C@H](NS(=O)(=O)c1ccc2c(c1)OCCO2)C(=O)OCC(=O)Nc1ccccc1Cl,-4,-2,-2,1,2,-7,-0.6,16,-4,-4
COc1ccc2cc(/C=N/NC(=O)c3c(Cl)cnn3C)c(Cl)nc2c1,-3,-3,4,10,-5,2,-3.9,5,24*,-3
CCCc1nc2ccc(NC(=O)NCCC(=O)OCC)cc2c(=O)n1Cc1ccc(Cl)cc1,-1,-15,1,9,1,17,-1.9,-8,-1,-4
Cc1ccc(C(=O)N/N=C\c2ccc[nH]2)cc1[N+](=O)[O-],3,-2,-9,-6,-10,-3,-0.6,-11,-3,-2
CCC1C(=O)NCCN1C(=O)c1ccccc1OC1CCN(S(C)(=O)=O)CC1 (stereo unspecified),-1,9,4,-3,6,8,0.2,-4,-5,-1
CCOc1ccc(Br)cc1S(=O)(=O)NCCN1CCCC1,0,8,-1,-2,-7,-2,-1.2,-8,1,0
O=C(NC(NCc1cccnc1)C(Cl)(Cl)Cl)c1cccc2ccccc12 (stereo unspecified),-1,-5,1,-1,4,0,-1.0,-1,10,-2
CN(NC(=O)c1ccco1)c1nc2ccccc2nc1C(F)(F)F,0,4,-2,2,7,4,1.0,2,6,-2
O=C(Nc1ccccc1OC(F)F)c1ccc(S(=O)(=O)N2CCCC2)cc1,1,-4,-8,-2,11,-6,-1.3,5,-1,1
O=C(Nc1ccc(F)cc1)Nc1cccnc1Cl,1,-4,-5,-10,0,0,-2.0,-3,0,-1

# Compound activity (PubChem BioAssay)
